# Cl transport mod = KCC2 cotransporter modulators, thallium flux, primary screen, cell-based, HEK293 KCC2, FluoZin-2 fluorescence, MLSMR; KCC2 cells, thallium flux FluoZin-2 fluorescence; 190,000 compounds, 2.2% hits; B-score of Tl+ flux slope (higher = more flux/activation; lower = inhibition) at 10 µM; Solute carrier family 12 member 5 (Homo sapiens), Q9H2X9;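 active = thallium flux slope and its plate-corrected score both differing from the plate sample mean at a set confidence after two filtering rounds, in either direction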;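 note: slope of fluorescence scaled to starting intensity during 10 to 20 s after thallium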
# Target sequence (Q9H2X9 whole entry, looked up): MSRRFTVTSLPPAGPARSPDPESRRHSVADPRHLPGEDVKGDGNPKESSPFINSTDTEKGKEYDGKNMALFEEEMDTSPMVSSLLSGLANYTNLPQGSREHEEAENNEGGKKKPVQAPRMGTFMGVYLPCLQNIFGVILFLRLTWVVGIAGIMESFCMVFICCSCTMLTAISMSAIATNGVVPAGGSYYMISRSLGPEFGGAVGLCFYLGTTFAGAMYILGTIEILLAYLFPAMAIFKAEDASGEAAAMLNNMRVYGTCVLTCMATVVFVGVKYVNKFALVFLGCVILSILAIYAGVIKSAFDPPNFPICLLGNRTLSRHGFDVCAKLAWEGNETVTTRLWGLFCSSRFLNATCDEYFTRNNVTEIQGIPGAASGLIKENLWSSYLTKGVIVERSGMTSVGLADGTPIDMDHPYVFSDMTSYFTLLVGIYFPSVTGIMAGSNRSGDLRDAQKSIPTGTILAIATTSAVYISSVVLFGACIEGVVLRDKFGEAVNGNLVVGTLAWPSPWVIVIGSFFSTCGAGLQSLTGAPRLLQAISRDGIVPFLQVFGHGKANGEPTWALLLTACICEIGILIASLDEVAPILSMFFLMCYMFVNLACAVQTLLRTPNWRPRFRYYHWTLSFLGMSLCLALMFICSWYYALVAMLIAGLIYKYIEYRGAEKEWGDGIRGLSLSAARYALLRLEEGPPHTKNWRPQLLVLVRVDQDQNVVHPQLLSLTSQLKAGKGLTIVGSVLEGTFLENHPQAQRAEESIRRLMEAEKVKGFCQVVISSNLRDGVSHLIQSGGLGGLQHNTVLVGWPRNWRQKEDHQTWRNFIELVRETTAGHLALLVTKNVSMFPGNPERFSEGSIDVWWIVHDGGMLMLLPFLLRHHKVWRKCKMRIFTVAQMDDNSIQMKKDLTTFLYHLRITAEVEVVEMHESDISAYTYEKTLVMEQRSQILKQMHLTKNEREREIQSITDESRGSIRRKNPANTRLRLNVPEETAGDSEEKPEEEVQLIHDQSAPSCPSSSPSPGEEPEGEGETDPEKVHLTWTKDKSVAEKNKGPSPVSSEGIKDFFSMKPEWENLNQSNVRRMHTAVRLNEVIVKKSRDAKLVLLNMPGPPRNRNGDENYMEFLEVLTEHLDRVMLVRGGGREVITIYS
# thrombin 1536 = human alpha-thrombin inhibitors, primary screen, counter-screen for coagulation protease inhibitor project, biochemical, 1536-well, fluorogenic AMC substrate | Boc-VPR-AMC fluorogenic substrate cleavage | Prothrombin (Homo sapiens), P00734 | AID 1046, 2008 | 220,000 compounds, 0.26% hits | inhibition, % at 5 µM;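 active = inhibition at or above 40%; inactive = inhibition below 40%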;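 note: 0% = enzyme with no compound and 100% = wells without enzyme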
#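 Material: Human alpha-thrombin protein | Buffer or medium: pH 7.5 Tris-saline with Tween 20 | Reagent: Boc-VPR-AMC substrate, 15 µM final | Schedule: Reaction at ambient temperature | Detection: AMC fluorescence at 355 nm excitation and 460 nm emission | Evaluation: Percent inhibition scaled between no-compound controls and no-enzyme blanks | Controls: no-compound enzyme wells and no-enzyme blanks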
# NCF1 inh = p47phox/p22phox peptide binding inhibitors, primary screen, biochemical, uHTS, NADPH oxidase regulatory subunit. inhibition, % at 24.7 µM. fluorescence polarization, 2 h. 220,000 compounds, 0.53% hits. Neutrophil cytosol factor 1 (Homo sapiens), P14598. AID 1274, 2008;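 note: 0% = p47phox with labelled peptide and 100% = labelled peptide alone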
# Furin inh = human furin inhibitors, primary screen, biochemical, fluorescence intensity; P09958; purified furin, fluorogenic substrate cleavage; inhibition, % at 30 µM; 220,000 compounds, 0.061% hits; in the data active = inhibition above about 25%; note: inactives centre near -15
# eIF4E 4G PPI = eIF4E–eIF4G protein interaction inhibitors, primary screen, biochemical, uHTS, TR-FRET, eIF4GI fragment; TR-FRET eIF4E-eIF4GI(517-606) binding, 2 h; inhibition, % at 21.7 µM; 220,000 compounds, 0.37% hits;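 note: 0% = full FRET control wells and 100% = background wells lacking eIF4GI fragment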
# hK5 inh = human KLK5 protease inhibitors, primary screen, biochemical, 1536-well; 210,000 compounds, 0.59% hits; AID 873, 2007; recombinant hK5, fluorogenic AMC substrate cleavage; inhibition, % at 5 µM; Kallikrein-5 (Homo sapiens), Q9Y337;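 active = inhibition of 40% or more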;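 note: 0% = enzyme controls without compound and 100% = no-enzyme blanks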
# Rad51 HR inh = human RAD51 strand exchange inhibitors, primary screen, biochemical, fluorescence; DNA repair protein RAD51 homolog 1 (Homo sapiens), Q06609; hRad51 DNA strand exchange, fluorescence dequenching; 200,000 compounds, 0.085% hits; inhibition, % at 10 µM;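 active = inhibition above 40% at the single screening dose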;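 note: 0% = DMSO control wells and 100% = blanks with heterologous ssDNA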
#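 Material: Human Rad51 nucleoprotein filaments preassembled on unlabelled ssDNA | Also added: Labelled 47-mer dsDNA for strand exchange | Dosing: Single dose, 10 µM final compound | Schedule: 30-min compound preincubation and 15-min exchange, both room temperature | Technique: Fluorescence dequenching at 485/520 nm | Measure: Percent inhibition relative to plate controls and blanks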
# EBV gp42 inh = Epstein-Barr virus gp42 inhibitors, primary screen, biochemical, uHTS, fluorescence polarization; Glycoprotein 42 (Epstein-Barr virus (strain AG876)), Q1HVG2; Fluorescence polarization binding assay, mP read-out; inhibition, % (tested at 21.74 µM); 220,000 compounds, 0.42% hits; AID 1085, 2008; in the data active = inhibition above about 50%
# 14-3-3 Bad inh = inhibitors of 14-3-3 zeta/Bad binding, primary screen, biochemical, TR-FRET, bovine 14-3-3 zeta. 14-3-3 protein zeta/delta (Bos taurus), P63103. TR-FRET 14-3-3zeta/Dy647-pBad peptide displacement, 1 h. inhibition, % at 21.7 µM. 220,000 compounds, 0.71% hits;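 active = inhibition above about 70%, limit read from the data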;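 note: 0% = full 14-3-3 plus peptide FRET controls and 100% = background without 14-3-3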
# * marks the source's active call; other numbers are inactive results; i = inactive; · = no result given; [ ] = another dose, or the depositor's remark.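 Rule for the calls, unless noted: active = inhibition above about 30% (limit read from the data); inactive = the rest.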
SMILES	Cl transport mod	thrombin 1536	NCF1 inh	Furin inh	eIF4E 4G PPI	hK5 inh	Rad51 HR inh	EBV gp42 inh	14-3-3 Bad inh
N#C/C(=C\c1ccc(N2CCCCC2)o1)C(=O)Nc1cccc(Br)c1	0.068	-3	37*	-19	-2	-19	i	-188	-24
O=C(/C=C/c1ccc2c(c1)OCO2)NCCSCc1cccc(Cl)c1	0.13	-5	-49	3[20 µM]	3	2	·	6	1
Cc1ccc(Oc2ccc(N)cc2)cc1	0.38	-7	1	-22	-1	1	-4	5	6
O=C(NN1CC(=O)N(c2cc(Cl)cc(Cl)c2)CC1=O)c1sccc1Cl	-0.035	5	-9	-2	-1	8	14	-19	3
O=C1C2C3C=CC(C3)C2C(=O)N1Nc1ccccc1 (centres undefined)	0.037	1	-4	-19	-1	4	15	-21	0
COc1ccc(NC(=O)c2ccccn2)cc1S(=O)(=O)N1CCOCC1	-0.44	-6	-11	-30	2	6	-9	-19	-10
CCOC(=O)CSc1nnc(-c2cccnc2)n1Cc1ccccc1	0.24	-6	-2	-7[20 µM]	3	1	-3	-3	-7[fluorescence artefact?]
NC(=O)C1(N2CCCCC2)CCN(C(=S)NC2CCCC2)CC1	0.74	2	-1	-25	-1	-1	5	2	0
CCOC(=O)N1CCC(NC(=O)c2cccc3c2C(=O)N(c2ccc(OC)cc2)C3)CC1	-0.88	-6	-13	-8	10	-39	2	41	-1
O=C(c1ccc(-c2ccc(Cl)cc2Cl)o1)N1CCOCC1	0.052	-8	4	-23	1	-4	7	-8	4
CCCN1CNC(=S)N(c2cccc(C)c2)C1	0.006	-16	7	-21	0	-6	13	-3	-8
COC(=O)Cn1c(=O)c2c(nc(Br)n2CC(=O)OC)n(C)c1=O	0.16	4	0	-23[20 µM]	0	1	3	-16	2
CNC(=S)N1N=C(c2ccc(C)cc2)CC1c1ccc(Cl)cc1 (centres undefined)	-0.79	3	-7	-11[20 µM]	-10	10	-16	-7	-20
COc1ccc(CNC(=O)CCCCCNc2nc(=S)[nH]c3ccccc23)cc1	0.58	6	0	-25	0	-2	26	-17	-8
COc1ccc2c(c1)C(=O)[C@@H](O)[C@H](c1ccc(OC)c(Br)c1)O2	6*	-1	-5	-13	3[fluorescence artefact?]	-14	-4	-2	-10[fluorescence artefact?]
CCOC(=O)c1cnn(-c2cc(C)c3ccccc3n2)c1N	·	-7	-4	-27	2	5	2	6	4
c1ccn2cc(CSC3=NCCS3)nc2c1	-0.024	0	-6	-16	0	14	-6	1	6
CCN(CC)S(=O)(=O)c1ccc(/C=C/C(=O)Nc2c(C)n(C)n(-c3ccccc3)c2=O)cc1	-0.095	-1	5	-4	-1	1	2	-9	-7
Cc1cc(N2C(=O)[C@@H]3[C@H](C2=O)[C@@H]2C[C@H]3C(Br)C2Br)no1 (some centres undefined)	-0.54	0	-11	-28	-6	2	19	-4	-8
CC12CC(c3ccccc3O1)N(C(=O)c1ccco1)C(=O)N2c1ccccc1 (centres undefined)	-0.32	1	-12	-14	1	-11	3	-27	-2
Cc1sc2ncnc(NCC3CCCO3)c2c1C (centres undefined)	-0.5	-1	1	-10[20 µM]	-2	-3	-3	-18	62
COC(=O)CCS(=O)(=O)c1nc(-c2ccccc2)cc(C(F)(F)F)n1	·	-6	-7	-11[20 µM]	0	-3	-5	-18	4
CCC(=O)N1CCc2cc(S(=O)(=O)CCC(=O)Nc3cccc(F)c3)ccc21	0.96	3	-9	-15	12[fluorescence artefact?]	-15	-4	-3	1
COc1ccc(S(=O)(=O)NC(CC(=O)NCCc2ccccc2)c2ccco2)cc1 (centres undefined)	·	-7	-12	-27[20 µM]	-6[fluorescence artefact?]	-25	2	1	-7[fluorescence artefact?]
Fc1cc2[nH]cnc2cc1Cl	0.15	1	-7	-11	-2	-3	8	-6	-6
O=C(Nc1ccccc1)OCN1C(=O)c2ccccc2C1=O	-0.67	-5	7	-10	-10	-7	-6	-5	6
CN(C)c1ccc(C=NCCc2ccc(S(N)(=O)=O)cc2)cc1	-0.32	-12	-9	-1	1	3	-9	-14	-8
CCn1nc(C)c(/C=C/C(=O)Nc2ccc(C)cc2C)c1C	0.85	-3	-6	0	-9	-10	-4	-6	-5[fluorescence artefact?]
C/C(CC(=O)NC1CCCC1)=N\NC(=O)Cc1csc(N)n1	0.72	-5	2	-8	-3	10	·	-1	-4
COc1ccc(CNc2nc(-c3cccnc3)nn2C(C)=O)cc1	-1	99*	-11	-20	1	1	-5	2	-10
CCN(Cc1ccccc1)C(c1ccccn1)c1nnnn1C(C)(C)CC (centres undefined)	·	-6	-7	-8	11	-3	7	-13	2
COc1cc(-c2nc(-c3cccc(C)c3)no2)cc(OC)c1OC	0.34	2	-3	-23[20 µM]	2[fluorescence artefact?]	2	-7	-6	-6
c1cncc(C(c2nnnn2C2CCCCC2)N2CCCCC2)c1 (centres undefined)	-0.17	-6	-6	-14	-1	-1	5	-2	3
COc1ccc(C(CNC(=O)C2CC(=O)N(Cc3ccc(C)cc3)C2)N(C)C)cc1 (centres undefined)	0.21	-6	-8	-10	-3	20	-5	0	9
CC(=O)Nc1ccccc1C(=O)N1CCN(Cc2ccccc2)CC1	0.15	7	3	-34	-1	3	-6	-19	-9
COC(CNc1cc(=O)oc2ccccc12)OC	0.95	-3	-6	2[20 µM]	0[fluorescence artefact?]	-7	4	-10	-9
Cc1ccc(NC(=O)c2noc(C(C)C)c2[N+](=O)[O-])cc1	0.45	-10	0	-17	3	·	·	-4	3
O=c1nc(N/N=C/c2c[nH]c3ccccc23)cn[nH]1	-1.2	2	-16	4	-9	5	10	-23	0
COc1ccc(CCNC(=O)c2cc3sc(Cl)cc3n2C)cc1OC	-1.6	-7	-10	-12	3	29	-5	7	1[fluorescence artefact?]
COC(=O)Cn1nnc(-c2cccc(OC)c2)n1	0.3	-1	-7	3	0	6	0	-8	7
Cc1ccc(S(=O)(=O)CCCS(=O)(=O)c2ccc(C)cc2)cc1	-0.23	-6	4	-18[20 µM]	4	0	-3	1	0
Cc1ccc(-n2ncc3c(=O)n(CC(=O)NCc4ccco4)cnc32)cc1	0.61	-6	0	-8[20 µM]	0	7	2	-12	4
Cn1c(C(=O)NCc2ccco2)cc2c(=O)[nH]c3ccccc3c21	-0.96	7	-3	-8	1	16	3	-8	8
CCOC(=O)c1sc(=NC(=O)c2cccc(OC)c2)n(C)c1C	0.51	3	-8	-25	4	-14	-5	-8	0
COc1ccc(-c2nc(NC(=O)Cn3ccc(C(F)(F)F)n3)sc2C)cc1	-0.0024	-8	-14	-19[20 µM]	-5	-11	0	-3	-9
CCn1c(CSCc2c(Cl)cccc2Cl)n[nH]c1=S	-0.14	-7	-8	-4	0	0	0	-5	-3
COc1ccccc1NS(=O)(=O)c1cc(NC(C)=O)ccc1N1CCCCC1	0.85	-5	-12	-18	-3	1	-3	11	-8
COc1cccc(C(=O)Nc2cccnc2)c1	2	1	2	-20[20 µM]	-2[fluorescence artefact?]	-10	·	-9	-3[fluorescence artefact?]
COc1ccc(CCNC(=S)NC(=O)c2cc(OC)c(OC)c(OC)c2)cc1OC	-0.015	-2	-13	-16	-2	1	2	-8	-6
Nc1nc(-c2ccccc2)c(N=Nc2cccnc2)s1	0.5	-3	-2	-32	0	3	0	-1	-8
Cc1ccc(NC(=O)Cc2cn(C)c3ccccc23)cc1F	0.51	-19	1	-15	-2	-11	9	6	-3
O=C(CNS(=O)(=O)c1ccc(Br)cc1)N1CCOCC1	0.21	-1	-11	-17[20 µM]	3	2	-1	-16	-3
Cc1cccc(OCc2nnc(SCC(=O)Nc3ccc(C)c(C)c3)o2)c1	1.1	-7	-14	-11[20 µM]	1[fluorescence artefact?]	-6	1	1	9
CCOC(=O)N1CCN(C2OC(=O)c3ccccc32)CC1 (centres undefined)	-0.26	-4	-4	-31[20 µM]	2	-3	·	-9	-27
CCOC(=O)c1c(-n2cnnn2)sc(C)c1C	·	-5	-2	-8	17	0	-2	-5	-1
Cc1ccc2c(c1)C1CN(C)CCC1N2Sc1ccccc1[N+](=O)[O-] (centres undefined)	0.92	33	3	-2	-7	5	-5	-12	-3
Cc1ccc(-c2nn(C)c(=O)c3ccccc23)cc1CN1CCCCC1	0.11	-3	-3	-16	1	-1	·	-6	-8
O=C(CSCc1ccc(C(=O)O)cc1)Nc1ccc2ccccc2c1	-0.076	1	3	-17	2	4	-3	-1	-3
COc1ccc(-c2noc(CCC(N)=O)n2)cc1OC	-1.4	-3	-5	-14	1[fluorescence artefact?]	-18	-5	-7	-5
COc1ccccc1-c1cc(C(=O)Nc2ccc(F)cc2F)no1	0.08	-1	1	-4	2[fluorescence artefact?]	3	-8	-8	5[fluorescence artefact?]

# Additional entries:
SMILES	Cl transport mod	thrombin 1536	NCF1 inh	Furin inh	eIF4E 4G PPI	hK5 inh	Rad51 HR inh	EBV gp42 inh	14-3-3 Bad inh
COc1ccc(S(=O)(=O)N2CCN(CCC(=O)Nc3ccc(F)cc3)CC2)cc1	0.54	-1	-12	-30	-3	-6	·	-9	1
CCCCN(Cc1ccccc1)c1ncnc2nc[nH]c12	-0.39	-4	-4	-11	-3	-2	1	-18	15
CCOC(=O)N1CCC(=NNC(=O)c2ccc(O)cc2)CC1	1	-3	-5	-21	-1	-1	-4	-29	4
CCn1c(C)nc2cc(S(=O)(=O)Nc3ccc(C)cc3)ccc21	-0.28	2	1	-20	0	14	3	-7	6
O=S(=O)(c1ccc(-c2ccon2)s1)N1CCOCC1	-0.35	-4	-8	-18	-5	2	·	-11	-14
N#C/C(=C\c1cccs1)c1nc2ccccc2[nH]1	-1.5	-7	-28	-7	9	-14	-6	-12	2
CCc1ccccc1NC(=O)Cn1nnc(-c2cccnc2)n1	·	-6	-6	-5	-4	-10	3	-20	25
COc1ccccc1N1CCN(C(=O)CSc2nnc(NC(=O)c3ccco3)s2)CC1	·	1	-8	-22	5	-10	0	-2	4

# Structural class, the entries above with an aryl thioether with sulfur outside any ring (three)
SMILES	Cl transport mod	thrombin 1536	NCF1 inh	Furin inh	eIF4E 4G PPI	hK5 inh	Rad51 HR inh	EBV gp42 inh	14-3-3 Bad inh
CCOC(=O)CSc1nnc(-c2cccnc2)n1Cc1ccccc1	0.24	-6	-2	-7[20 µM]	3	1	-3	-3	-7[fluorescence artefact?]
Cc1cccc(OCc2nnc(SCC(=O)Nc3ccc(C)c(C)c3)o2)c1	1.1	-7	-14	-11[20 µM]	1[fluorescence artefact?]	-6	1	1	9
COc1ccccc1N1CCN(C(=O)CSc2nnc(NC(=O)c3ccco3)s2)CC1	·	1	-8	-22	5	-10	0	-2	4

# Screening results: PubChem BioAssay, several laboratories
